FEN1 inh: blocks human flap endonuclease 1 | Recombinant FEN1 flap cleavage, fluorescence, 15 min | Potency, µM (titrated, usually from 114 µM), inactives show top-dose activity change, negative = inhibition, hits mostly inhibitors | 390,000 tested, 0.35% active | AID 588795; note: nearly all actives have a fitted effect of over 65% in size
Target sequence (P39748 whole entry, looked up): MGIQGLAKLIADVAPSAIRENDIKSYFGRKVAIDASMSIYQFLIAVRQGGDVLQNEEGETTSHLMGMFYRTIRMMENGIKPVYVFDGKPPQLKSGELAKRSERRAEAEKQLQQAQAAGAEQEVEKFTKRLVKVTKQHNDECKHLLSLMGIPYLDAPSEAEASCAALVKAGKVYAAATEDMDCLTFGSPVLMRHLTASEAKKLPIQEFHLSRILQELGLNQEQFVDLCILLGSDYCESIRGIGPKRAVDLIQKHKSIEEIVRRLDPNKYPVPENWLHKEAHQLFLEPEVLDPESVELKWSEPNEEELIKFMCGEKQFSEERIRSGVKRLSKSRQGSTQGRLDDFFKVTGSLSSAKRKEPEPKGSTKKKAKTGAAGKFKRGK
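FEN1 at 10 nM, compound pretreatment for 15 min (room temperature), 50 nM final substrate to initiate; endpoint reads at 0 and 15 min; DMSO-only plates used as vehicle background.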
N370S GC: inhibitors or activators of N370S glucocerebrosidase for Gaucher disease; N370S GC spleen homogenate, 4MU-glucoside fluorescence; P04062; 330,000 tested, 0.092% active; Potency, µM (titrated, usually from 59.4 µM), inactives show at the top dose activity change, negative = inhibition, usual class: inhibitors; AID 2101;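 note: 0% = full enzyme activity and -100% = no enzyme basal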
GCN5L2 inh: GCN5L2 (KAT2A) acetyltransferase inhibition | Potency, µM (doses to about 58.9 µM), for the others: at the top dose activity change, negative = inhibition, most hits filed as inhibitors | 390,000 tested, 0.21% active | Q92830 | GCN5L2 HAT assay, ThioGlo1 CoA-SH fluorescence
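Compounds, pin-transferred from DMSO stocks, meet 20nM GCN5L2 for 15 min before the reaction begins with H3(1-25) peptide (75uM) and acetyl-CoA (70uM). Thiol-reactive ThioGlo1 reports CoA release over 20 min at room temperature.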
Active calls of the source: *; ? = inconclusive; . = not tested or not shown; & = joins results of further samples; [ ] = remark or other dose. Calls come from the whole dose curve; as a rule, active = well fitted curve in the direction sought with a large enough effect; inconclusive = small, poorly fitted or top-dose-only effect, or another doubt; inactive = no such curve, though single readings can be large; an effect the other way counts as inactive or inconclusive. Unless noted, % is set by controls: 0 for no effect and ±100 for the full control effect; potency is the fitted concentration of half-maximal effect.

structure	N370S GC	GCN5L2 inh	FEN1 inh
O=S(=O)(Nc1nc2ccccc2nc1NCC1CCCO1)c1ccccc1 (centres undefined)	6%	-7%	0%
COc1ccc(NC(=O)CC2C(=O)N(C)C(=S)N2Cc2ccco2)cc1 (centres undefined)	0%	0%	-2%
CCN(CC)c1ccc(/C=C/c2cc(-c3ccccc3)c3ccccc3n2)cc1	3%	1%	0%
COc1ccc(S(=O)(=O)Nc2ccccc2C(N)=O)cc1OC	2%	-3%	11%
COc1ccc(OC)c(N(CC(=O)N2CCN(Cc3ccccc3)CC2)S(C)(=O)=O)c1	-15%	-2%	2%
O=C(CNC(=O)c1ccc(F)cc1)OCc1cc(=O)n2nc(C3CC3)sc2n1	.	-4%	-3%
COc1cc(C2Nc3cc(C)c(C)cc3NC3=C2C(=O)CC(C)(C)C3)ccc1OC(C)=O (centres undefined)	-3%	2%	32%[activator]
CCc1nccn1S(=O)(=O)c1cc(OC)c(Cl)cc1OC	3%	-5%	-7%
COCCCNC(=O)Cn1nc(-c2cccc(OC)c2)ccc1=O	0%	1%	-17%
C[C@]12CCC3c4ccc(O)cc4CCC3C1CC(O)C2O (some centres undefined)	2%	-1%	.
Cn1c(=O)oc2cc(S(=O)(=O)Nc3cccc(F)c3)ccc21	3%	0%	-13%
Cc1ccc(N(CCO)C(=S)Nc2ccccc2)cc1	1%	-9%	1%

Seven entries drawn at random from the list so far, as already listed:
structure	N370S GC	GCN5L2 inh	FEN1 inh
O=S(=O)(Nc1nc2ccccc2nc1NCC1CCCO1)c1ccccc1 (centres undefined)	6%	-7%	0%
COc1ccc(OC)c(N(CC(=O)N2CCN(Cc3ccccc3)CC2)S(C)(=O)=O)c1	-15%	-2%	2%
C[C@]12CCC3c4ccc(O)cc4CCC3C1CC(O)C2O (some centres undefined)	2%	-1%	.
COc1cc(C2Nc3cc(C)c(C)cc3NC3=C2C(=O)CC(C)(C)C3)ccc1OC(C)=O (centres undefined)	-3%	2%	32%[activator]
COCCCNC(=O)Cn1nc(-c2cccc(OC)c2)ccc1=O	0%	1%	-17%
Cn1c(=O)oc2cc(S(=O)(=O)Nc3cccc(F)c3)ccc21	3%	0%	-13%
O=C(CNC(=O)c1ccc(F)cc1)OCc1cc(=O)n2nc(C3CC3)sc2n1	.	-4%	-3%

Other records:
structure	N370S GC	GCN5L2 inh	FEN1 inh
O=C1CSCC(=O)N1c1ncc(C(F)(F)F)cc1Cl	-20%	2%	6%
Cc1cccc(C)c1NC(=O)C(c1ccccc1)N1CCOCC1 (centres undefined)	3%	-6%	-16%
CCOC(=O)Cn1cnc2c(cnn2-c2ccc(C)c(C)c2)c1=O	.	3%	-2%
COc1cccc(C(=O)Nc2ccncc2)c1OC	-3%	-17%	-14%
CC(=O)c1cn(CC(=O)NCC2CCCO2)c2ccccc12 (centres undefined)	3%	-7%	0%
O=C(Nc1cc2c3c(c1)CC(=O)N3CCC2)c1ccccc1C(F)(F)F	-7%	-2%	-3%
CC(=O)Nc1c(O)c2ccccc2[nH]c1=O	0%	-7%	13%
Cc1nccn1CCC1CCCCN1C(=O)CCc1nnc(-c2ccsc2)o1 (centres undefined)	-5%	-7%	5%
Cc1ccc(NC(=S)N/N=C/c2ccc(Cl)c([N+](=O)[O-])c2)cc1	-16%	-4%	0%
COC(=O)c1cc(Cl)c(NC(=O)Cc2ccccc2)cc1OC	?	-1%	-3%
CCOc1cc(-c2cc(-c3ccc(OC)cc3)nc(N)c2C#N)ccc1O	-3%	-3%	-11%
NC(=O)CCCc1nc(-c2ccccc2)no1	3%	-21%	-5%
O=C(NCC(=O)N(c1ccc(F)cc1)C(C(=O)NC1CCCC1)c1cccnc1)c1cccs1 (centres undefined)	-11%	3%	1%
Cn1nnnc1SCc1cc(=O)[nH]c2ccccc12	14%	-4%	7%
CCn1c(=O)cc(SCC(=O)NCc2ccc(Cl)cc2)c2ccccc21	.	-9%	-12%
Cc1nc(SCC(=O)N(C)C2CCS(=O)(=O)C2)c(C#N)c(C)c1C (centres undefined)	.	0%	-14%
S=C(NCc1ccc(Cl)cc1Cl)Nc1ccccc1	13%	-3%	-12%
CCC(C)C(=O)Nc1nnc(SCC(=O)Nc2ccccc2F)s1 (centres undefined)	3%	-10%	-15%
CN(C)C(=O)c1ccc(-c2cc3onc(-c4ccccc4)c3c(=O)n2C)cc1	.	0%	-2%
C=CC(C)(O)CCC=C(C)C (centres undefined)	0%&-4%&0%	-5%	0%
O=c1c(Cc2c(F)cccc2Cl)c(O)ccn1C1CC1	-5%	-9%	1%
COc1ccc(C(=O)N2CC3(CC(c4ccc(Cl)cc4)=NO3)C[C@H]2C(=O)NCC(N)=O)cc1 (some centres undefined)	1%	17%	-1%
CC(C)(C)OC(=O)N[C@@H](C(=O)OC(C)(C)C)c1ccccc1	.	-4%	-15%
CC(C)CCN1C(=O)c2ccccc2C1C(=O)NCc1cccnc1 (centres undefined)	2%	-3%	-1%
Cc1ccc(NC(=S)NCCc2ccc(Cl)cc2)c(C)c1	0%	0%	-2%
CSc1nsc(/C=C/Nc2ccc(C(=O)O)cc2)c1C#N	6%	-16%	-7%
CCN(CC)S(=O)(=O)c1cccc(C(=O)Nc2cc(C)cc(C)c2)c1	-16%	-30%	-13%
c1nc(NCc2ccc3c(c2)OCO3)c2cc(-c3ccc4c(c3)OCCO4)ccc2n1	-15%	-9%&-8%	?
COc1cc(C(=O)OC(C)CN2CCCCC2)cc(OC)c1OC (centres undefined)	-3%	1%	-10%
Cc1ccc(C)c(S(=O)(=O)Nc2ccc(-n3cnnn3)cc2)c1	.	0%	7%
CCOC(=O)[C@H]1[C@H]2COc3cc(OC)ccc3[C@@H]2N2C(=O)c3ccc(C)cc3NC(=O)[C@@]12C	-8%	-6%	3%
O=C(Nc1ccc(SC(F)F)cc1)C1=COCCO1	5%	-19%	-2%
Cc1ccccc1-c1nc(-c2ccc(NC(=O)c3ccc4c(c3)OCO4)cc2)no1	.	-17%	11%
Cc1c(OCC(=O)NCc2ccccn2)ccc2c(-c3ccccc3)cc(=O)oc12	0%	-6%	3%
CCOCCCNC(=O)/C(C#N)=C/c1cc(C)c(O)c(C)c1	-15%	-12%	-1%
CSc1nc2nccc(-c3ccc4c(c3)OCO4)n2n1	2%	-6%	10%
Cc1ccc(NC(=O)Cn2cc3c(n2)CCC(C)C3)cc1 (centres undefined)	5%	3%	21%
Cc1ccc(C2=NC(C)(C)NC2=O)cc1	0%	0%	-9%
CCOC(=O)Cn1nc(C)c(NC(=O)COc2ccccc2)c1C	1%	-2%&-5%	2%&-4%
CCOC(=O)c1nnc(-c2ccccc2)nc1Sc1c(Cl)cccc1Cl	5%	-13%	6%
COc1ccc(CC(=O)NCCS(=O)(=O)N2CCN(c3ccccc3F)CC2)cc1OC	.	-6%	-3%
COc1ccc(N2CC(C(=O)NNC(=O)c3ccc(Br)cc3)CC2=O)c(OC)c1 (centres undefined)	-23%	2%	-5%
CCOc1ccc(NC(=O)CSc2n[nH]c(N)n2)c([N+](=O)[O-])c1	-2%	-6%	-3%
Cc1cc(C)c2oc(C(=O)NC3CCS(=O)(=O)C3)cc(=O)c2c1 (centres undefined)	-3%	-22%	7%
O=C(OCc1cccc(Cl)c1)c1cc([N+](=O)[O-])ccc1N1CCOCC1	23%	-6%	-19%
CCOC(=O)C(NC(=O)Nc1ccc(Cl)cn1)(Oc1ccccc1)C(F)(F)F (centres undefined)	-11%	0%	5%
CCOc1ccc(C(=O)Nc2cc(C)c3c(=O)oc4ccccc4c3n2)cc1	3%	-8%	-2%
Cc1cc(C)cc(NC(=O)NCc2ccccn2)c1	-20%	-6%	16%

Full records, quoted from the list. Values in the order: N370S GC, GCN5L2 inh, FEN1 inh
CCOC(=O)C(NC(=O)Nc1ccc(Cl)cn1)(Oc1ccccc1)C(F)(F)F (centres undefined) is listed as -11%, 0%, 5%
CCOc1ccc(NC(=O)CSc2n[nH]c(N)n2)c([N+](=O)[O-])c1 is listed as -2%, -6%, -3%
Cc1ccc(C2=NC(C)(C)NC2=O)cc1 is listed as 0%, 0%, -9%

Next compounds:
structure	N370S GC	GCN5L2 inh	FEN1 inh
Cc1ccc(-c2csc(NC(=O)CSC3=NCCS3)n2)cc1	25%	-8%	5%
COC(=O)C1=C(C(=O)OC)[C@@H]2N(C)c3ccc(OC)cc3[C@@]23C[C@@H](C(=O)OC)N(S(=O)(=O)c2ccc([N+](=O)[O-])cc2)C3=N1	-8%[12.8 µM]	-10%	-6%
O=C(NCC(c1cccnc1)N1CCOCC1)c1ccco1 (centres undefined)	-3%	.	3%
COc1cc2nc(CN(C)Cc3ccc(F)cc3)[nH]c(=O)c2cc1OC	4%	2%	-7%
COc1cc(/C=N/NS(=O)(=O)c2ccc(C)c([N+](=O)[O-])c2)ccc1O	-5%	-7%	0%
O=C(O)CC(NC(=O)c1ccco1)c1ccco1 (centres undefined)	-9%	1%	2%
Cc1ccc(-c2csc3nc(C)n(N)c(=O)c23)o1	10%	-4%	-5%
CN(C)CCOC(=O)C1(c2ccccc2)CCOCC1	-3%&-5%	1%&-9%	0%&-2%
CCCC(CCC)C(=O)Nc1cccc(-c2cn3c(n2)SCC3)c1	2%	-5%	-17%
Cc1ccc(-c2cc(C(=O)NC3=NCCS3)c3ccccc3n2)cc1C	-3%	-6%	9%
Cc1ccc(NC(=O)CSC(C)c2nc3ccccc3c(=O)[nH]2)cc1 (centres undefined)	0%	-17%	0%
CC(=O)Nc1ccc(S(=O)(=O)N2CCC(C(=O)NC3CCCC3)CC2)cc1	-9%	-5%	-4%
CCOc1ccc(N(Cc2cc3ccc(C)cc3[nH]c2=O)S(C)(=O)=O)cc1	15%	-3%	11%
O=C(c1cccc(C(F)(F)F)c1)C1CCCN(C(=O)CCCN2CCCC2=O)C1 (centres undefined)	-8%	-11%	-9%
CC(=O)Nc1ccc(SCC(=O)Nc2ccc3c(c2)OCCO3)cc1	.	-2%	-5%
C=CCn1c(SCC(=C)C)nc2c1c(=O)[nH]c(=O)n2C	6%	-4%	4%
O=C(CSc1cc(Cl)ccc1Cl)NCCCn1ccnc1	-6%	0%	14%
O=C(CCc1ccncc1)NC1CCCc2c1cnn2-c1ccc(F)cc1F (centres undefined)	-5%	1%	0%
CCOC(=O)Cc1csc(SC(C)C(=O)Nc2ccc(NC(C)=O)cc2)n1 (centres undefined)	12%	-6%	-1%
Cc1ccccc1NC(=O)CSc1nnc2ccc(-c3ccncc3)nn12	0%	-3%	-12%
